PfHsp90 yeast 2 = growth inhibition of yeast expressing Plasmodium Hsp90; actives 0.32% (n = 310,000); S. cerevisiae expressing PfHsp90, BacTiter-Glo ATP, 48 h; yeast lacking PDR1 and PDR3 efflux regulators; AID 504621; inhibition, % at 9.4 µM;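 active = every replicate shows inhibition above about 80%, whatever the replicate mean, limit read from the data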;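 also: 0% = DMSO neutral controls and 100% = 20 µM radicicol positive controls; yeast relying on Plasmodium falciparum Hsp90 in place of its own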
SUMO Mot1 rescue = blocks SUMOylation pathway, rescuing yeast Mot1-301 growth | S. cerevisiae Mot1-301 growth rescue, ATP luminescence, 38.5C; percent above DMSO median, 100 means doubled | growth rescue, % at 18.8 µM | actives 1% (n = 320,000) | AID 2716;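 active = every valid replicate shows activation above 250% relative to neutral control wells; inactive = the rest, any valid replicate at or below 250%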;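 also: OY570 slx delta 5 strain wells were the positive control but not used for scaling; some compounds called inactive have numbers as strong as hits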
PKA-R1A activ = activates the PKA-R1A holoenzyme complex. PKA-R1A dissociation, Cy5-IP20 fluorescence polarization; scaled: DMSO 0%, 113 µM cGMP 100%. activation, % at 11.4 µM. actives 0.083% (n = 340,000);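 active = percent activation above the mean of all tested compounds plus 3 SD, cut at about 19% in these data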;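 also: higher means more PKAc released from R1A so a rise in polarization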
phage Ecoli inh = E. coli growth loss with phage present. growth absorbance. inhibition, % at 11.9 µM. actives 0.26% (n = 360,000); in the data active = inhibition above about 11%
Tat transport = blocks Tat-dependent protein export in E. coli; E. coli MC4100 TorA-mCherry Tat export, fluorescence; inhibition, % at 10 µM; actives 0.036% (n = 340,000); AID 488895;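 active = mean replicate inhibition at least 50% and at least half of replicates individually reaching 50%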;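 also: exported cargo escapes ClpAP degradation while cytoplasmic cargo is degraded and loses fluorescence; 0% = median of neutral control wells and 100% = median of NaSCN control wells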
HTR5A inv ag = HTR5A inverse agonism, opioid heterodimer counter-screen; P47898; HTR5A cell line, luminescence; inhibition, % at 9.3 µM; actives 0.083% (n = 340,000); in the data active = inhibition mostly above about 23%, no sharp cut-off; inactive = mostly below about 18%;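 also: 0% = cells with DMSO and 100% = no-cell wells with DMSO; some compounds called inactive have numbers as strong as hits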
OPRM1-OPRD1 inv = inverse agonist of human OPRM1-OPRD1 heterodimerization; P35372+P41143; actives 0.21% (n = 340,000); inhibition, % at 9.3 µM; cell-based MOR-DOR heterodimer luminescence, inverse agonism; AID 504357; in the data active = inhibition above about 22%, passing the limit was not always enough;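 also: 0% = cells with DMSO and 100% = wells without cells with DMSO; values of inactives mirror those of a sister screen read the other way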
Target sequence (P35372 whole entry, looked up): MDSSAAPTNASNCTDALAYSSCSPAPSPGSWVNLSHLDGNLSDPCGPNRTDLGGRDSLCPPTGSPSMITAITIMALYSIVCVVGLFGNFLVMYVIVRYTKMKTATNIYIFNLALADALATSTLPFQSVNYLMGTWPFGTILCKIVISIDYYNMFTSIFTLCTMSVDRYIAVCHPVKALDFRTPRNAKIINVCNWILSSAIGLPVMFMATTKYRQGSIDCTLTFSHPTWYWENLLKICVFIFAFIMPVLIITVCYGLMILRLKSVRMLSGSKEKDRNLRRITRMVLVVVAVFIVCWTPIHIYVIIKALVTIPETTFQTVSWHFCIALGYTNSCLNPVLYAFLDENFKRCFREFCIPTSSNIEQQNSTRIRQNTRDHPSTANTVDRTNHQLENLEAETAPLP
Target sequence (P41143 whole entry, looked up): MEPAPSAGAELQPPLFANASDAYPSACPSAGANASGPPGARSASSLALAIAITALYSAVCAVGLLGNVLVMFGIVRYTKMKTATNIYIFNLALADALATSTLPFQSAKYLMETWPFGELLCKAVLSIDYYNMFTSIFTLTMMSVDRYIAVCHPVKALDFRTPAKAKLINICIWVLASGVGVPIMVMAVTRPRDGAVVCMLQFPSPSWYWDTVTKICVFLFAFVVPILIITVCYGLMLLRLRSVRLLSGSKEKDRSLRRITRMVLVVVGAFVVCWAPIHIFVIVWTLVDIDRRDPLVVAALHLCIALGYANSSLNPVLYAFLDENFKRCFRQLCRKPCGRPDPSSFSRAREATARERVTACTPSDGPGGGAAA
PKA-R2B act = activators of human PKA-R2B complex; P22694+P31323; PKA-R2B holoenzyme dissociation, Cy5-IP20 fluorescence polarization; R2B truncated from residue 108, S112A mutant; 0% DMSO only, 100% 113 µM cGMP; activation, % at 11.4 µM; actives 0.079% (n = 340,000); AID 504700;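 active = activation above a cutoff set at the mean over all compounds plus 3 SD, cut at about 18% in these data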;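 also: higher means more holoenzyme dissociation and a rise in polarization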
MOR-DOR ag = agonists of human mu-delta opioid receptor heterodimerization; P35372+P41143; actives 0.3% (n = 340,000); cells, OPRM1-OPRD1 heterodimerization, luminescence; activation, % at 9.3 µM; AID 504326; in the data active = activation above about 18%;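 also: 0% = vehicle-treated cells and 100% = reference agonist; values of inactives mirror those of a sister screen read the other way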
AddAB inh = less growth of phage-infected E. coli with AddAB; E. coli expressing H. pylori AddAB, absorbance growth; inhibition, % at 11.9 µM; actives 0.29% (n = 330,000); AID 435030; in the data active = inhibition above about 12%;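 also: 0% = vehicle wells of infected cells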
Ecoli viability = reduces bacterial viability in AddAB counter-screen. AID 449728. actives 0.27% (n = 330,000). E. coli V3065 growth, OD600 absorbance, 18 h. inhibition, % at 11.9 µM;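 active = inhibition above the campaign's mean inhibition across all tested compounds plus 3 SD, cut at about 9.9% in these data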;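 also: uninfected addAB+ strain grown without phage in ampicillin broth; 0% = DMSO wells and 100% = ciprofloxacin 0.95 µg/ml wells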
Starred values were filed as active, the others as inactive; x = no result given.

Fields: PfHsp90 yeast 2	SUMO Mot1 rescue	PKA-R1A activ	phage Ecoli inh	Tat transport	HTR5A inv ag	OPRM1-OPRD1 inv	PKA-R2B act	MOR-DOR ag	AddAB inh	Ecoli viability
> COc1ccc(C(=O)O/N=C(\N)c2ccc(OC)c(OC)c2)cc1
    -1	-10	8	4.5	-19	-11	-14	0	3.0	-0.7	-0.5
> Nn1c(SCC(=O)Nc2ccccc2F)nnc1C1CCCCC1
    -14	235	1	0.1	-2	-14	13	-9	-2.4	-0.3	1.4
> COc1ccccc1Oc1c(C)oc2cc(OC(=O)c3ccco3)ccc2c1=O
    x	94	3	1.2	-1	19	3	-3	-0.7	2.3	-0.6
> CCCCC(c1nnnn1CC1CCCO1)N1CCN(c2nc3ccccc3s2)CC1 (centres undefined)
    -1	x	-8	0.9	6	12	8	-1	-1.9	x	x
> COc1ccc(-c2c(C#N)c(SCC(N)=O)nc3c2CCCC3)cc1
    -7	2	1	1.6	4	-8	19	-7	-3.2	1.6	-0.3
> CC(=O)c1cccc(NC(=O)C(OC(=O)c2cccc(S(=O)(=O)N(C)c3ccccc3)c2)c2ccccc2)c1 (centres undefined)
    -38	-15	-9	3.0	1	21	6	-10	-1.2	2.0	0.4
> O=C(CSc1nc(-c2ccccc2)nc2ccccc12)Nc1nccs1
    -11	-11	0	1.0	0	5	-9	-8	1.6	7.2	1.2
> CC1(C)Cc2ccccc2/C(=C/C(=O)N2CCCCCC2)N1
    45	-5	-7	0.7	-3	-7	15	3	-3.2	-2.3	-2.5
> COc1ccc(CCNC(=O)CCC(=O)Nc2nnc(C(C)C)s2)cc1OC
    -17	-8	1	3.9	-6	-11	-3	-4	0.6	4.3	-0.8
> CCOC(=O)c1nnn(CC(=O)Nc2ccccc2)c1C(=O)OCC
    26	176	2	1.8	-3	-7	10	1	-1.6	2.6	-0.1
> CC(C)c1ccc(N2C(=O)CC(NNC(=O)c3ccccc3Cl)C2=O)cc1 (centres undefined)
    18	5	-1	3.6	6	7	11	-13	-2.2	5.5	2.0
> CC1/C(=N/O)CC(c2ccccc2)NC1c1ccccc1 (centres undefined)
    -5	-12	-4	0.6	11	5	2	1	-0.4	3.2	-0.7
> CC(C)(C)NC(=O)C1(N2C(=O)c3ccccc3C2=O)CCCC1
    0	x	-10	3.0	-6	3	11	-1	-2.1	x	x
> Cc1c(/C(O)=C2/C(=O)C(=O)N(Cc3cccnc3)C2c2ccccn2)cnn1-c1ccccc1 (centres undefined)
    -1	3	-13	1.0	-2	0	11	-6	-2.2	-1.0	0.4
> CC(=O)N1c2ccccc2C(=O)C1N1CCCCC1 (centres undefined)
    -6	-1	-6	2.1	-5	3	10	-8	-1.8	-1.1	1.1
> COc1cccc(N2CCN(c3ccc4nnc(CCC(=O)Nc5ccc(F)cc5F)n4n3)CC2)c1
    -4	163	-16	0.6	-1	-9	8	1	-1.6	5.1	0.2
> O=C(Oc1ccc(Br)cc1C(=S)N1CCOCC1)c1cccc([N+](=O)[O-])c1
    -27	88	2	0.1	5	17	3	-3	-0.5	0.4	1.4
> CSCCC(=O)N1CCC(CCC(=O)NC2CC2)CC1
    3	-11	-2	0.4	0	10	0	-4	0.0	1.1	0.3
> CC(C)C1C(C#N)=C(N)Oc2n[nH]c(-c3cccs3)c21 (centres undefined)
    -79	0	0	2.5	2	5	6	-2	-0.9	3.2	2.1
> COc1ccc(S(=O)(=O)Nc2cccc3c2O[C@H](CN(C)Cc2ccc(C(=O)O)cc2)[C@@H](C)CN([C@H](C)CO)C3=O)cc1
    -14	-11	-4	-0.2	-1	-2	4	3	-0.8	0.8	-1.6
> COc1ccc(C2=C/C(=C\c3ccccc3OC(C)=O)C(=O)O2)cc1
    13	1	12	-2.0	4	16	1	-5	-0.2	4.5	-1.7
> COc1ccc(NC(=O)Cn2nc(Cc3cccnc3)c3ccccc3c2=O)c(OC)c1
    5	78	-15	-2.2	3	-31	18	-3	-3.5	3.0	-2.9
> COc1cccc(Cn2cc(C)cc(NC(=O)NCc3ccccc3)c2=O)c1
    -1	59	-3	-0.9	7	-5	8	-1	-1.5	0.3	-1.8
> Cn1cnc(S(=O)(=O)NCc2cccs2)c1
    13	-25	1	2.1	1	6	14	-3	-3.0	1.0	-2.3
> Cc1nc(CSc2nnc(C)s2)cs1
    -13	-8	2	4.1	-7	-6	-5	9	0.7	6.4	-3.5
> COc1ccc(CNC(=O)c2ccc(N(C)S(=O)(=O)c3ccc(C)cc3)cc2)cc1
    -19	40	-15	0.9	6	-20	11	-11	-2.0	2.5	1.5
> CC(=O)N1c2ccc(S(=O)(=O)N3CCCC3)cc2CC1C(=O)NC(C)C (centres undefined)
    -6	-14	-6	1.4	-8	4	15	6	-2.9	1.0	-0.7
> CCC(=O)Nc1nnc(C(C)(C)C)s1
    33	-14	-12	1.9	4	5	-21	-7	3.5	1.6	-0.4
> CC1CCCCN1C(=O)c1c([N+](=O)[O-])cnn1C (centres undefined)
    -26	25	-3	2.6	-6	0	0	4	0.0	-0.2	-0.4
> COc1ccc(N2CCN(S(=O)(=O)c3cccc4cccnc34)CC2)cc1
    -23	369	-3	2.3	-4	-3	16	-9	-3.2	3.9	-2.0
> CCOc1ccc(-c2nnc(NC(=O)CCCOc3cccc(C)c3)o2)cc1
    x	-9	-5	-0.2	3	-25	-46	11	7.9	-1.3	-5.5
> Cc1ccc(N=Nc2c(=O)[nH]n3c(=O)cc(C)[nH]c23)cc1
    0	-13	2	3.0	-1	-20	19	1	-3.3	-1.4	-0.3
> C/C=C(\C)C(=O)OC(C)(C)[C@@H]1Cc2cc3ccc(=O)oc3cc2O1
    -19	11	-1	1.9	-13	11	-29	2	5.2	1.6	0.2
> Cc1ccc(N(C(=O)CNC(=O)c2ccco2)C(C(=O)NC2CCCC2)c2ccncc2)cc1C (centres undefined)
    -1	44	-13	0.3	-1	-2	6	-9	-1.0	3.8	-0.1
> CCOC(=O)/C(=N\Nc1ncnc2ccccc12)c1ccc(OC)cc1
    -14	-35	-7	-2.3	4	15	-14	-3	2.5	1.0	-3.3
> O=C(Nc1ccc(F)c(F)c1)c1ccco1
    14	12	1	3.9	-13	-2	-1	2	0.3	1.3	-0.5
> Cc1cccc2sc(NC(=O)CN(C)S(=O)(=O)c3ccc(Br)s3)nc12
    28	15	-8	0.6	7	-8	-30	-5	5.1	2.2	-0.5
> CCOc1ccccc1C(=O)N(Cc1sccc1C)C1CCS(=O)(=O)C1 (centres undefined)
    2	8	-11	1.1	-24	11	19	-5	-3.7	-3.3	-2.9
> CNC(=S)N1CCN(c2nc(-c3ccc(Cl)cc3)cs2)CC1
    -31	-8	1	1.3	-9	-6	6	-12	-1.2	2.8	-0.7
> CC1(C)C(=O)Nc2ccccc2N1C(=O)COC(=O)Cc1ccccc1F
    20	-7	0	3.0	5	8	1	14	-0.2	3.2	0.3
> Cc1ccc(S(=O)(=O)N(C)C)cc1NC(=O)C(C)OC(=O)C1CCCC1 (centres undefined)
    x	-6	3	2.1	-4	7	10	-7	-1.8	0.3	0.5
> C=CCn1c(SCc2nc3ccccc3[nH]2)nnc1-c1ccccn1
    x	-6	0	1.2	8	1	6	2	-1.3	1.8	2.3
> COC(=O)C[C@H]1c2cc(F)ccc2S(=O)(=O)N1c1ccccc1
    10	3	-7	4.3	8	-32	-12	-2	2.1	4.0	-1.0
> Cc1ccc(S(=O)(=O)Nc2ccc3nc(C)sc3c2)c(C)c1
    -6	16	6	2.0	1	-18	-7	-4	1.6	0.8	2.0
> CCOc1ccc(N2C(=O)C3C(c4ccc(OC)cc4OC)NC(CCSC)(C(=O)OC)C3C2=O)cc1 (centres undefined)
    0	8	1	1.1	7	-4	8	8	-1.6	2.0	-2.6
> O=C1C/C(=C/NCc2ccccc2)C(=O)N1
    10	-8	13	2.5	-2	0	2	3	-0.4	1.2	-1.3
> NCCNc1ccc2nnnn2n1
    -25	88	7	-0.6	29	-23	-3	-4	0.7	2.0	1.1
> CC(=O)c1c(C)[nH]c(C(=O)Nc2cc(F)ccc2C)c1C
    -1	4	-14	1.5	-9	-3	0	3	0.0	2.7	0.1
> CCOc1ccc(S(=O)(=O)N2CC(=O)Nc3ccccc32)cc1
    11	-15	-6	-0.6	-13	2	4	-6	-0.9	0.5	-1.7
> Cc1noc(NS(=O)(=O)c2ccc(NC(=O)c3cc(-c4ccccc4Cl)nc4ccccc34)cc2)c1C
    20	-13	-5	2.2	-1	10	16	-4	-3.5	1.7	0.1
> Cc1cc(NC(=O)CSc2nnc(CNC(=O)c3ccc(C(C)(C)C)cc3)o2)no1
    4	-8	8	2.9	0	-15	8	-1	-1.5	-1.9	1.4
> Cc1cccc(OCC(=O)NC(=S)Nc2ccccc2N2CCOCC2)c1
    -26	0	5	1.7	-13	-5	15	3	-2.9	-0.9	-1.9
> Cc1nnc(SC(C)C(=O)N2CCc3ccccc32)s1 (centres undefined)
    -29	45	6	2.4	-2	8	10	8	-2.2	3.4	2.3
> C[C@H](NC(=O)c1nc[nH]c1C(=O)N[C@@H](Cc1ccccc1)C(=O)OC(C)(C)C)c1ccccc1
    4	8	-8	-1.0	11	3	-22	-22	3.7	2.4	-0.7
> CC(C)(C)c1ccc(C(=O)N/N=C/c2ccccn2)cc1
    -9	148	8	-1.0	15	-4	4	-7	-1.0	-3.9	-3.5
> O=C(NCc1ccco1)C1Cc2ccccc2CN1S(=O)(=O)c1ccccc1F (centres undefined)
    20	122	5	1.9	-2	8	9	5	-1.6	2.1	-1.4
> COc1ccc(CN(C)CC(=O)c2c(N)n(Cc3ccccc3)c(=O)n(C)c2=O)c(OC)c1
    -5	3	-9	3.6	-7	5	17	-11	-3.0	-1.3	-2.1
> Cc1cc(C)cc(-n2ncc3c2CCCC3NC(=O)CN2CCCCC2=O)c1 (centres undefined)
    13	-6	-11	0.4	-5	0	8	-10	-2.6	0.4	1.1
> CCCN1C(=O)C(=O)N(CC(=O)c2cc(C)n(C3CC3)c2C)C1=O
    14	7	2	0.7	-3	13	6	-7	-1.4	-3.3	-1.2
> CCCOc1ccc(CC(=O)NCc2ccco2)cc1OC
    4	-24	-6	1.9	0	6	6	-1	-1.4	1.9	-0.4
> O=C(c1cc[n+]([O-])cc1)N1CCc2c([nH]c3ccccc23)C1c1ccccc1Cl (centres undefined)
    -23	-9	x	4.2	-7	x	x	x	x	1.4	-3.5
> CC(C)=CC(=O)OCC(=O)Nc1ccc(Cl)cc1
    -3	27	-3	-0.2	-9	4	-2	7	0.4	0.8	2.3
